# M5 antag – human M5 muscarinic receptor antagonists, primary screen, CHO cells, Fluo-8 calcium fluorescence | Muscarinic acetylcholine receptor M5 (Homo sapiens), P08912 | CHO-hM5 cells, ACh EC80 | inhibition, % at 3 µM | 0.59% of 360,000 active | AID 624040, 2012;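 active = inhibition above a per-plate cutoff, the mean of that plate's test compounds plus 3 SD, cut at about 27% in these data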;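 note: 0% = acetylcholine EC80 with DMSO and 100% = DMSO without agonist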
# M5 ag – human M5 muscarinic receptor agonists, primary screen, CHO-K1 cells, Fluo-8 calcium fluorescence | Muscarinic acetylcholine receptor M5 (Homo sapiens), P08912 | CHO-K1 hM5 cells; 0% DMSO wells, 100% maximal acetylcholine response | activation, % at 3 µM | 0.19% of 360,000 active | AID 624037, 2012;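 active = activation above the run's mean over test compounds plus 3 SD, cut at about 23% in these data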;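 note: signal is peak over basal fluorescence ratio across the kinetic read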
# IDE cell inh – human IDE inhibitors in live cells, primary screen, fluorescence polarization, HEK cells, FAbetaB substrate; FAbetaB cleavage; Insulin-degrading enzyme (Homo sapiens), P14735; inhibition, % at 5.59 µM; 0.41% of 320,000 active;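 active = percent inhibition above the average of all tested compounds plus 3 SD, set per screening campaign, cut at about 16% in these data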;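 note: IDE supplied by intact live HEK cells; FP after avidin binding of uncleaved biotin substrate so inhibition keeps polarization high; 0% = DMSO wells and 100% = 60 µM reference IDE inhibitor Ii1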
# Target sequence (P14735 whole entry, looked up): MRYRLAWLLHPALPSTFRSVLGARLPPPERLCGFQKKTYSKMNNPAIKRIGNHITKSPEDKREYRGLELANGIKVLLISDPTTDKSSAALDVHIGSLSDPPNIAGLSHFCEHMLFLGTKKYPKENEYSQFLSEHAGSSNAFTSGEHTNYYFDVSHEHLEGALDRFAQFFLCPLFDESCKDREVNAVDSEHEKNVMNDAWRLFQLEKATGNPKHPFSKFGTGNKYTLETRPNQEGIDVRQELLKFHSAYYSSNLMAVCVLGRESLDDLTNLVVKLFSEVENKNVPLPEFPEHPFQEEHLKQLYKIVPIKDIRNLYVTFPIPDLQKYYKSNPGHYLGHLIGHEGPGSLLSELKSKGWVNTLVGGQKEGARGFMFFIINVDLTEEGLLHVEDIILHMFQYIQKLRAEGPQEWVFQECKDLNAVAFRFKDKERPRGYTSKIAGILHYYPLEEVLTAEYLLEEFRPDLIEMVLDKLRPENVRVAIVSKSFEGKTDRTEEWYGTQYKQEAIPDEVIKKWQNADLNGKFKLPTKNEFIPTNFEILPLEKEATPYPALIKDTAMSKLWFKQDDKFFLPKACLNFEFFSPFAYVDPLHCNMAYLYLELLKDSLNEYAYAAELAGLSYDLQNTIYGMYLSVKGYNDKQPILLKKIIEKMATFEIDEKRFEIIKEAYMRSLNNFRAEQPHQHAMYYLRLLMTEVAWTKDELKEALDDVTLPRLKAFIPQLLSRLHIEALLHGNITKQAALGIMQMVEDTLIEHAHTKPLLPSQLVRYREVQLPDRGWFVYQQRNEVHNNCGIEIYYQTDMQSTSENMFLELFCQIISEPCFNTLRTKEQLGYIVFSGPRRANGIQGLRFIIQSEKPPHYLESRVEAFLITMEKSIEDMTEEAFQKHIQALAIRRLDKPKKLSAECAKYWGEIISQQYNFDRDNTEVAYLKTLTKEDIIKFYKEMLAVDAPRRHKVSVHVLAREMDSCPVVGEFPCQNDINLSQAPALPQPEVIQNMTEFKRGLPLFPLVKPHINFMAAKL
# M4 PAM – human M4 muscarinic receptor positive allosteric modulators, primary screen, CHO-K1 cells, Fluo-8 calcium fluorescence | CHO-K1 hM4/Gqi5, ACh EC20; 0% = ACh EC20, 100% = maximal ACh | 0.4% of 360,000 active | activation, % at 3 µM | Muscarinic acetylcholine receptor M4 (Homo sapiens), P08173;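 active = activation above its plate's cutoff, the mean activation of sample wells plus 3 SD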; note: some results filed as inactive read as strong as hits
# CRFBP-R2 agonist – agonists of CRF-BP/CRF-R2 complex, primary screen, cell-based, HEK293, calcium dye fluorescence, uHTS; CRF-binding protein / CRF receptor 2 complex (human); calcium dye fluorescence (FLIPR); percent of saturating CRF peptide response; activation, % at 13.2 µM; 0.46% of 350,000 active; AID 588473, 2011;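 active = activation of at least 50%, plus an integration ratio under a set limit after plate pattern correction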;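 note: plate controls were neutral control wells without compound for no effect and CRF at EC100 for full effect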
# CHRM5 PAM – human M5 muscarinic receptor positive allosteric modulators, primary screen, CHO-K1 cells, Fluo-8 calcium fluorescence; Muscarinic acetylcholine receptor M5 (Homo sapiens), P08912; CHO-K1 hM5, ACh EC20 PAM; 0% = ACh EC20, 100% = ACh EC100; activation, % at 3 µM; 0.3% of 360,000 active; AID 624038, 2012;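 active = activation above the run cutoff, the mean activation of all test compounds plus 3 SD, cut at about 18% in these data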
#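 System: CHO-K1 hM5 cells. Reagent: acetylcholine, EC20 level. Compound dosing: single dose, 3 µM nominal final test concentration. Timing: Post-acetylcholine fluorescence recording 140 s. Detection: Fluo-8 calcium fluorescence. Read-out: % activation, ACh-normalized. Benchmarks: ACh EC20 and EC100 wells. Repeats: singlicate, one well per test compound.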
# M4 ag – human M4 muscarinic receptor agonists, primary screen, CHO-K1 cells, Fluo-8 calcium fluorescence; Muscarinic acetylcholine receptor M4 (Homo sapiens), P08173; activation, % at 3 µM; CHO-K1 hM4/Gqi5; vehicle 0%, full acetylcholine response 100%; AID 624127, 2012; 0.14% of 360,000 active;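 active = activation above the run mean over all test wells plus 3 SD, cut at about 32% in these data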;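 note: peak over basal fluorescence ratio per well then scaled between controls; 0% = DMSO wells and 100% = acetylcholine at EC100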
# CRFBP-R2 block – antagonists of CRF-BP/CRF-R2 complex, primary screen, cell-based, HEK293, calcium dye fluorescence, uHTS; CRF-induced calcium fluorescence; inhibition, % at 11.8 µM; 0.59% of 350,000 active;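 active = inhibition of the ligand-induced calcium signal above about 50% at the single tested concentration, limit read from the data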
# M4 antag – human M4 muscarinic receptor antagonists, primary screen, CHO cells, Fluo-8 calcium fluorescence; CHO-hM4 cells, ACh EC80; inhibition, % at 3 µM; 0.73% of 360,000 active;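 active = inhibition above its plate's cutoff, the mean inhibition of sample wells plus 3 SD, cut at about 27% in these data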;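 note: 0% = acetylcholine EC80 with DMSO and 100% = DMSO without agonist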
# * hit, by the source's call; . = not tested or not shown.
SMILES,M5 antag,M5 ag,IDE cell inh,M4 PAM,CRFBP-R2 agonist,CHRM5 PAM,M4 ag,CRFBP-R2 block,M4 antag
O=C(CNC(=O)c1ccccc1F)Nc1ccccc1C(F)(F)F,-4.0,1.4,-1.7,-3.1,-1.9,6.6,0.3,32.1,-6.8
O=C(c1ccc2c(c1)N(Cc1cccc(Cl)c1)C(=O)c1ccccc1S2(=O)=O)N1CCN(c2ccccn2)CC1,3.0,-7.0,-1.8,-25.7,7.4,-13.9,4.4,-0.4,5.5
COc1ccc(Cc2nc3ccc(C(=O)N4CCCCC4CCO)cc3o2)cc1 (stereo not given),-5.7,-4.0,3.1,4.7,-1.9,7.5,0.7,2.1,4.1
Cc1nc2ccc(NC(=O)COc3ccccc3)cc2s1,4.8,2.8,.,0.6,0.9,4.4,1.9,-6.5,0.5
NC(=O)c1nsc(C(=O)N(Cc2ccco2)C(C(=O)NCC2CCCO2)c2ccc(O)cc2)c1N (stereo not given),12.8,-2.0,0.4,-7.2,-0.1,-0.9,1.9,-11.2,12.5
CCN(C(=O)c1cnc(OC)cc1C(F)(F)F)c1ccc(Cl)cc1Cl,10.3,-1.7,-0.5,-17.4,6.8,-0.9,0.0,-19.1,4.0
O=C(CSc1ccc2ccccc2n1)NCCC1=CCCCC1,30.5*,-7.7,5.1,-6.4,-0.2,-13.4,-1.5,-23.7,-11.8
Cc1ccccc1OCCNC(=O)/C=C/c1ccc([N+](=O)[O-])cc1,-3.5,-1.5,-0.3,9.2,-1.0,0.5,1.4,19.7,9.8
Cc1ccn(-c2cc(O)c(-n3ccc(C)n3)cc2O)n1,0.2,-1.4,1.2,11.2,2.0,-1.2,0.9,-8.7,-10.9
CN(C)S(=O)(=O)c1ccc(-c2csc(N/N=C/c3ccco3)n2)cc1,24.3,6.2,-4.6,-32.7,4.0,-33.8,22.6,-19.9,30.2*
O=C(NCCNC(=O)c1cc(OCC(F)(F)F)ccc1OCC(F)(F)F)Nc1ccc(OC(F)(F)F)cc1,-1.1,-2.3,-3.5,-6.6,2.3,0.0,0.1,2.8,3.8
O=C1CCc2cc(S(=O)(=O)NCCC(=O)N3CCN(c4cccc(Cl)c4)CC3)ccc2N1,-1.5,1.9,-2.2,-1.4,0.5,-3.6,1.4,-17.9,2.6
CC(C)NS(=O)(=O)c1ccc(Oc2ncc(C(F)(F)F)cc2Cl)cc1,-3.8,-4.8,2.0,-2.0,5.7,-11.8,-0.1,-25.0,-3.8
O=C(NNC(=O)C1CCN(C(=O)Nc2ccccc2)CC1)c1ccc([N+](=O)[O-])cc1,18.8,3.7,-3.2,0.0,3.5,-2.1,2.1,6.4,-15.8
CC(C)Cn1cnc2c1c(=O)n(CC(=O)NC(=O)NC(C)(C)C)c(=O)n2Cc1ccccc1,11.7,0.6,-6.2,1.1,-0.5,-4.5,0.3,3.9,-0.4
CC(=O)c1ccc(NC(=O)C2CCN(S(=O)(=O)c3ccc4c(c3)N(C(C)=O)CCO4)CC2)cc1,15.5,-3.4,-4.4,-2.6,-0.4,-8.0,1.1,-4.7,1.8
CCc1ccc(OC(=O)c2cccnc2)cc1,9.8,-2.2,1.3,-3.4,-1.3,-2.2,-0.1,2.1,-5.0
OCCN(CCO)Cc1ccc(Br)cc1,5.5,0.3,-2.0,6.5,-2.3,2.5,0.5,20.8,0.1
O=C(CC1CC2CCC1C2)N1CCN(S(=O)(=O)c2ccc(C(F)(F)F)cc2)CC1 (stereo not given),-0.4,-0.5,.,0.1,-1.3,3.0,0.1,-30.0,3.8
Nc1cc2c(cc1Br)-c1ccccc1C2=NO,11.4,-1.1,.,-3.5,0.8,0.2,5.6,-10.9,3.9
COc1ccc(S(=O)(=O)NCC2CCCO2)cc1NC(=O)c1ccccc1 (stereo not given),6.3,-1.3,6.3,0.8,0.4,-5.6,0.6,7.3,-1.2
COCCn1c(C)cc(C(=O)COC(=O)c2ccc(Cl)c(S(N)(=O)=O)c2)c1C,10.6,-2.2,0.3,2.6,-1.3,-14.6,10.4,13.3,-9.6
O=C(N/N=C/C(Br)=C\c1ccccc1)c1n[nH]c2c1CCC2,9.3,1.6,-6.4,-3.5,1.2,1.6,4.0,-61.9,10.7
COc1ccc(CCNC(=O)C/C(C)=N/NC(=O)Cc2cccc3ccccc23)cc1OC,2.9,3.8,-2.1,7.9,-2.4,2.0,3.5,11.0,4.8
CCc1nc2c(OCC(=O)c3ccc(Cl)cc3Cl)cccn2c1N(C=O)Cc1ccccc1,-7.9,-2.1,.,-0.9,.,-0.5,6.6,.,-9.1

# M5 antag, what is marked active above.
SMILES	M5 antag	M5 ag	IDE cell inh	M4 PAM	CRFBP-R2 agonist	M4 ag	CRFBP-R2 block	M4 antag
O=C(CSc1ccc2ccccc2n1)NCCC1=CCCCC1	30.5*	-7.7	5.1	-6.4	-0.2	-1.5	-23.7	-11.8

# Next records:
SMILES,M5 antag,M5 ag,IDE cell inh,M4 PAM,CRFBP-R2 agonist,CHRM5 PAM,M4 ag,CRFBP-R2 block,M4 antag
O=C(CCCCC(=O)NC1CCCC1)NC1CCCC1,-4.5,-2.5,0.7,7.0,-3.3,5.1,0.9,-0.3,5.9
CC(=O)N1CC(=O)N=C1SCC(=O)Nc1nc(-c2ccccc2)c(-c2ccccc2)s1,15.6,-1.9,6.6,4.4,3.7,2.4,0.8,-51.8,-0.7
CCCc1cc(=O)[nH]c(SCC(=O)Nc2nonc2N)n1,-9.9,3.5,2.3,-3.4,-0.4,9.7,0.7,-18.5,3.8
CCOC(=O)c1sc2ncnc(OC)c2c1C,-3.7,-5.1,-3.9,1.9,0.6,-11.1,0.7,5.5,-1.1
COc1cc(OC)c(S(=O)(=O)Nc2ccc(C)cn2)cc1NC(C)=O,3.8,0.4,1.9,0.7,-3.4,-6.8,1.1,6.5,-8.8
CCOC(=O)NC(=O)CSc1ccc(C)cc1C,-1.2,-2.9,0.5,20.1,1.3,7.6,0.6,-1.2,10.5
CCc1nnc(NC(=O)Cn2nc(-c3ccc(OC)c(OC)c3)ccc2=O)s1,6.7,-0.2,3.5,2.2,0.6,-0.6,-0.2,-3.3,2.2
CN1CCN(CCCNC(=O)CCC(=O)N2CCOc3ccccc32)CC1,-0.8,1.1,3.6,3.5,-4.6,-2.5,0.5,7.1,-2.3
COCCNC(=S)NN=C1CCC(c2ccccc2)CC1 (stereo not given),12.5,-2.5,0.0,-4.6,-3.2,-3.6,4.7,-17.6,2.9
COc1ccc(-c2nc(N3CCCCCC3)sc2C(=O)c2ccccc2)cc1,4.8,-2.8,4.3,-11.9,2.6,-8.2,13.5,-7.2,33.1*
COC(=O)C1(C)NC(c2ccc(O)cc2)C2C(=O)N(c3ccc(C)cc3)C(=O)C21 (stereo not given),-0.6,1.1,-1.1,7.1,-0.7,5.2,0.7,7.1,-4.8
CN1CCN(C(=O)C2CC(c3c(F)cccc3Cl)=NO2)CC1 (stereo not given),-2.8,-0.9,-3.1,2.0,4.8,1.2,0.2,-4.3,8.4
COc1cc(C(=O)OCc2csc(CC(=O)Nc3cc(C)ccc3C)n2)ccc1OC(F)F,12.1,-2.1,.,-9.6,0.2,-32.7,19.4,-6.8,-0.9
Cc1ccsc1C(=O)OCC(=O)NC1CCCC1,0.6,0.7,8.9,3.2,-0.7,4.6,2.6,15.0,7.8
COc1ccc(CCNC(=O)c2cc(-c3ccc(C)c(C)c3O)n[nH]2)cc1OC,3.5,3.7,5.4,1.5,-1.3,-8.3,15.0,10.4,10.2
CC1CN(S(=O)(=O)c2cccc(C(=O)Nc3ccc(S(=O)(=O)NC4=NCCCCC4)cc3)c2)CC(C)O1 (stereo not given),3.6,-7.2,1.4,-2.0,-1.8,1.7,-0.3,15.6,-7.3
N#CC1=C(Nc2ccccc2)SC=C(c2ccccc2)N=C1N1CCOCC1,-4.1,-3.3,.,-1.4,-4.1,-1.2,1.4,-15.4,-3.7
COc1ccc(C2CC(c3ccc4ccccc4c3OC(C)=O)=NN2C(=O)/C=C/c2ccccc2)cc1 (stereo not given),15.4,-0.1,8.0,-1.2,1.2,-6.3,0.9,7.1,7.9
COc1ccc(-c2nnc3c4ccccc4c(C)nn23)cc1,1.2,-3.1,-3.6,2.2,-1.5,-7.4,0.8,-9.6,4.3
COC(=O)C1=[N+]([O-])OC(C(=O)OC)C1c1c[nH]c2ccccc12 (stereo not given),-1.3,2.3,-2.2,-4.7,0.1,2.9,-0.1,11.8,-5.3
O=C1c2ccccc2C(O)(c2ccccc2)N1CCc1ccccc1 (stereo not given),10.2,-11.1,-2.0,-9.9,-0.4,1.6,-0.5,12.7,3.5
C=CC[C@@H](CC(=O)OC(C)(C)C)C(=O)OC[C@H]1CCCN1C(=O)[C@@H](CC=C)CC(=O)N[C@H](CO)Cc1ccccc1,16.2,3.2,0.1,-2.8,-3.2,-27.5,21.5,5.0,13.2
NS(=O)(=O)c1ccc(N/N=C2/CCCc3ccccc32)c([N+](=O)[O-])c1,13.6,-2.1,10.1,-2.5,0.1,-0.5,0.3,0.2,-0.4
COc1ccccc1/C=C1/C(=O)N(c2ccccc2)N=C1C,4.5,4.0,12.8,-2.1,0.7,-2.4,3.4,13.6,1.8
CCN(CC)S(=O)(=O)c1ccc(Cl)c(NC(=O)COC(=O)c2ccc(O)cc2)c1,15.9,9.6,-2.2,-6.3,-4.2,-22.7,16.9,-56.0,2.7
COc1ccccc1NC(=O)C(=O)NCCC1CCCCN1S(=O)(=O)c1ccccc1 (stereo not given),3.8,2.5,-1.1,6.0,-0.1,0.0,1.6,1.8,-11.8
O=C1CN(S(=O)(=O)c2ccc(F)cc2)c2ccccc2N1,-1.0,3.1,-0.3,-0.1,0.2,3.5,1.1,-23.4,-8.2

# Profiles as entered above.
# O=C(NCCNC(=O)c1cc(OCC(F)(F)F)ccc1OCC(F)(F)F)Nc1ccc(OC(F)(F)F)cc1 as listed: M5 antag: -1.1; M5 ag: -2.3; IDE cell inh: -3.5; M4 PAM: -6.6; CRFBP-R2 agonist: 2.3; CHRM5 PAM: 0.0; M4 ag: 0.1; CRFBP-R2 block: 2.8; M4 antag: 3.8
# C=CC[C@@H](CC(=O)OC(C)(C)C)C(=O)OC[C@H]1CCCN1C(=O)[C@@H](CC=C)CC(=O)N[C@H](CO)Cc1ccccc1 as listed: M5 antag: 16.2; M5 ag: 3.2; IDE cell inh: 0.1; M4 PAM: -2.8; CRFBP-R2 agonist: -3.2; CHRM5 PAM: -27.5; M4 ag: 21.5; CRFBP-R2 block: 5.0; M4 antag: 13.2
# CCN(C(=O)c1cnc(OC)cc1C(F)(F)F)c1ccc(Cl)cc1Cl as listed: M5 antag: 10.3; M5 ag: -1.7; IDE cell inh: -0.5; M4 PAM: -17.4; CRFBP-R2 agonist: 6.8; CHRM5 PAM: -0.9; M4 ag: 0.0; CRFBP-R2 block: -19.1; M4 antag: 4.0
